NCI-60 one-dose screen, 48 h, at 10 µM unless noted. Numbers give growth in % (100 = growth as untreated, 0 = no growth, -100 = all killed).
COLO 205 = COLO 205 colon cancer; 7.3% of 79,000 active; AID 1794742
HCC-2998 = HCC-2998 colon cancer; 4.7% of 79,000 active; AID 1794799
KM12 = KM12 colon cancer cells. 5% of 82,000 active. AID 1794800
SNB-75 = SNB-75 CNS cancer. AID 1794750. 5% of 79,000 active
HCT-15 = HCT-15 colon cancer. 5.2% of 82,000 active. AID 1794746
HT29 = HT29 colon cancer. 7.4% of 81,000 active. AID 1794748
SW-620 = SW-620 colon cancer. 5.2% of 82,000 active. AID 1794795
A498 = A498 renal cancer cells; 5.4% of 76,000 active; AID 1794774
HCT-116 = HCT-116 colon cancer; AID 1794798; 7.3% of 82,000 active
* = called active by the depositor; x = no result given. The calls were made as follows: active = growth percent below 10; inactive = the rest.

SMILES | COLO 205 | HCC-2998 | KM12 | SNB-75 | HCT-15 | HT29 | SW-620 | A498 | HCT-116
COc1ccc(C(=O)CBr)c2ccccc12 | 117 | 105 | 110 | 90 | 106 | 104 | 105 | 114 | 102
O=C1c2c(c3c4cccc(F)c4[nH]c3c3ccc4ccccc4c23)C(=O)N1O | 57 | 76 | 25 | 69 | 15 | 24 | 31 | 27 | 17
CC(=O)c1ccc2c(c1)Nc1ccccc1S2 | 114 | 100 | 96 | 117 | 96 | 88 | 102 | 31 | 93
C/C(=N\Nc1cc(C)nc2ccc(Br)cc12)c1ccccc1 | 72 | 107 | 96 | 98 | 69 | 58 | 76 | x | 47
COc1nc(Nc2cccc(C(F)(F)F)c2)nc(OC)n1 | 109 | 108 | 98 | 84 | 103 | 96 | 110 | 85 | 97
Cc1nc2ccc(N)nc2nc1C | 119 | 105 | 117 | 85 | 110 | 115 | 109 | 84 | 105
CSc1nccc(-c2c(-c3ccc(NCCN4CCOCC4)cc3)nc3sccn23)n1 | 106 | 82 | 108 | 96 | 110 | 111 | 103 | 115 | 97
CC(C)=C[C@@H]1C[C@H](O)Cc2ccccc2N1 | 105 | 107 | 105 | 94 | 109 | x | 103 | 97 | 108
CC(C)c1ccc(CN2CCN(Cc3ccc(C(C)C)cc3)CC2)cc1 | 95 | 106 | 102 | 100 | 93 | 95 | 98 | 98 | 105
S=c1ssc(CN2CCCCC2)c1S | 98 | 99 | 102 | 94 | 100 | 100 | 111 | 107 | 104
CCCCCCCCN1C(=O)c2ccccc2C1=O | 112 | 118 | 117 | 99 | 104 | 100 | 105 | 100 | 102
CCOC(=O)C1=C(C)OC(N)=C(C#N)C1c1cc2ccccc2n2nnnc12 (configuration not stated) | 102 | 103 | 103 | 110 | 98 | 103 | 105 | 107 | 75
Cn1cc(-c2nc(N)nnc2-c2c[nH]c3ccc(Br)cc23)c2cccnc21 | 44 | 77 | 34 | 31 | 33 | 23 | 40 | 131 | 21
Cc1nc2cc(O)c(O)cc2cc1Oc1ccc(NC(=O)c2ccc(N3CCOCC3)c(C(F)(F)F)c2)cc1 | 101 | 99 | 100 | 93 | 99 | 98 | 85 | 98 | 111
c1coc(CNc2c3ccccc3nc3ccccc23)c1 | 35 | 69 | 86 | 82 | 44 | 35 | 42 | 20 | 24
CCCCNC1CC[C@@]2(C)[C@@H](CC[C@@]3(C)[C@H]2C(=O)C[C@H]2/C(=C(\CCC=C(C)C)C(=O)OC)[C@@H](OC(C)=O)C[C@@]23C)[C@@H]1C (some centres not stated) | 93 | 109 | 100 | 78 | 82 | 79 | 96 | 74 | 98
COc1ccc(CNc2nc3ccccc3c3c(=O)c4ccccc4sc23)cc1OC | 79 | 94 | 80 | 22 | 90 | 73 | 74 | 64 | 69
Cc1ccccc1/C=C1\Oc2cc(C)c(Cl)c(C)c2C1=O | x | 119 | 99 | 81 | 103 | 113 | 98 | x | 91
O=C(NN1C(=O)/C(=C/C=C/c2ccc([N+](=O)[O-])o2)SC1=S)c1ccc(Cl)cc1 | -95* | -96* | -93* | -93* | -76* | -76* | -81* | -94* | -76*
CC(=O)NC(CSC(c1ccccc1)(c1ccccc1)c1ccccc1)C(=O)O (configuration not stated) | 113 | 98 | 109 | 98 | 100 | 110 | 112 | 117 | 112
C#CCOc1ccc(/C=N/Nc2nc(-c3ccccc3)cs2)cc1OC | 84 | 98 | 73 | 114 | 54 | 82 | 88 | 104 | 70
CC(=O)OC1COC(c2ccccc2)OC1C1OC(c2ccccc2)OCC1OC(C)=O (configuration not stated) | 104 | 102 | 102 | 91 | 101 | 105 | 104 | 112 | 101
CCOC(=O)c1nn(-c2ccccc2)c(=O)c2c(N)c(C#N)c(-c3ccco3)cc12 | 119 | 104 | 94 | 61 | 81 | 105 | 91 | 89 | 87
CCOC(=O)N1CC/C(=N\NC(N)=O)C1 | 109 | 117 | 100 | 99 | 109 | 115 | 102 | 97 | 100
CS(=O)(=O)c1ncc(Br)c(Cl)n1 | 116 | 103 | 102 | 102 | 110 | 104 | 105 | 90 | 98
N#Cc1c(-c2cccc(Cl)c2Cl)cc(-c2ccc3ccccc3c2)[nH]c1=O | 116 | 76 | 98 | -13* | 70 | 121 | x | 88 | 2.8*
NC(=S)N/N=C/c1cn(-c2ccccc2)nc1-c1cc2ccccc2oc1=O | 46 | 88 | 31 | 8.5* | 28 | 15 | 23 | -6.2* | 27
O=C(c1nn(-c2ccc(Cl)cc2)cc1O)n1nc(C(F)(F)F)cc1-c1ccccc1 | 7.2* | 43 | 51 | 55 | 30 | 38 | 40 | 76 | 8.4*
C=CCOC(=O)C1=C(C)NC2=C(C(=O)CC(C)(C)C2)C1c1ccc(OCc2ccccc2)c(OC)c1 (configuration not stated) | 110 | 112 | 94 | 92 | 91 | 99 | 95 | 88 | 55
Clc1ccc(NCc2nnc(-c3ccc(Cl)cc3)o2)cc1 | 100 | 98 | 86 | 89 | 94 | 101 | 97 | 97 | 84
NNC(=O)c1cc2c([nH]c3ccccc32)c(-c2cccc(O)c2)n1 | 104 | 99 | 94 | 75 | 92 | 98 | 103 | 112 | 80
CN1CCN(CCOc2nc(Oc3ccccc3C(=O)O)cc(-c3ccco3)n2)CC1 | 111 | 100 | 106 | 96 | 108 | x | 103 | 102 | 100
COc1ccc2[nH]cc(-c3nc(N)nnc3-c3cncc(Br)c3)c2c1 | 121 | 100 | 96 | 58 | 93 | 104 | 99 | 78 | 97
O=C(Nc1ccc(Cl)cc1)C1CCCN(C(=O)c2cccc(-c3ccco3)c2)C1 (configuration not stated) | 80 | 80 | 50 | 85 | 62 | x | 69 | 72 | 60
C[C@@H]1CC[C@@H]2[C@H]1[C@@H](OC(=O)/C=C/c1ccccc1)[C@@]1(c3ccccc3)C[C@H](NC(=O)CO)[C@]2(C)O1 | 111 | 100 | 94 | 78 | 90 | 93 | 102 | 93 | 88
CC[N+](CC)(CC)CCCC[P+](CC)(CC)CC | 114 | 115 | 113 | 83 | 99 | 92 | 103 | 105 | 108
COc1cc(CN)ccc1O | x | 86 | 104 | 89 | 111 | 92 | 103 | 128 | 103
CCC/C(C)=C/c1ccc(CC)cn1 | 127 | 106 | 104 | 91 | 100 | 104 | 107 | 132 | 109
FC(F)(F)c1cccc(-c2ccc(-c3nn4c(-c5ccccc5)nnc4s3)o2)c1 | 105 | 116 | x | 99 | 75 | 97 | 106 | 88 | 102
CC(=O)[C@H]1[C@H](C)C[C@H]2[C@@H]3CC[C@@H]4C[C@@H](O)CC[C@]4(C)[C@H]3CC[C@@]21C | 104 | 121 | 104 | 100 | 100 | 89 | 102 | 91 | 103
N#CCC(C#N)N1CCCCC1 (configuration not stated) | 107 | 108 | 109 | 88 | 106 | 109 | 107 | 105 | 105
O=C(O)c1ccc(C(Cl)(Cl)Cl)cc1 | 100 | 102 | 100 | 97 | 100 | 104 | 104 | 121 | 92
O=C1CCn2c1c(O)c1ccccc1c2=O | 123 | 109 | 109 | 87 | 114 | 108 | 101 | x | 107
O=[N+]([O-])c1cc(S(=O)(=O)Nc2ccccc2)ccc1Cl | 119 | 90 | 98 | 69 | 97 | 101 | 105 | 97 | 92
Cc1ccc(S(=O)(=O)OCC2CCC(COS(=O)(=O)c3ccc(C)cc3)O2)cc1 (configuration not stated) | 127 | 118 | 114 | 115 | 98 | 103 | x | 78 | 99

Pulled one by one from the list above, five records:
SMILES | COLO 205 | HCC-2998 | KM12 | SNB-75 | HCT-15 | HT29 | SW-620 | A498 | HCT-116
CN1CCN(CCOc2nc(Oc3ccccc3C(=O)O)cc(-c3ccco3)n2)CC1 | 111 | 100 | 106 | 96 | 108 | x | 103 | 102 | 100
O=C(O)c1ccc(C(Cl)(Cl)Cl)cc1 | 100 | 102 | 100 | 97 | 100 | 104 | 104 | 121 | 92
O=C1CCn2c1c(O)c1ccccc1c2=O | 123 | 109 | 109 | 87 | 114 | 108 | 101 | x | 107
N#CCC(C#N)N1CCCCC1 (configuration not stated) | 107 | 108 | 109 | 88 | 106 | 109 | 107 | 105 | 105
C[C@@H]1CC[C@@H]2[C@H]1[C@@H](OC(=O)/C=C/c1ccccc1)[C@@]1(c3ccccc3)C[C@H](NC(=O)CO)[C@]2(C)O1 | 111 | 100 | 94 | 78 | 90 | 93 | 102 | 93 | 88

(next part)
SMILES | COLO 205 | HCC-2998 | KM12 | SNB-75 | HCT-15 | HT29 | SW-620 | A498 | HCT-116
O=C1OC(c2cccc(Cl)c2)=N/C1=C\C=C/c1ccccc1 | 117 | 106 | 111 | 72 | 97 | 123 | 104 | 67 | 101
O=C(CCCCCCC(=O)Nc1ccc(C(=O)/C=C/c2cn(-c3ccccc3)nc2-c2ccccc2)cc1)NNc1ccccc1 | 92 | 65 | 35 | 94 | 41 | 84 | 39 | 68 | 54
N#CCS(=O)(=O)c1cccc[n+]1[O-] | 116 | 105 | 99 | 92 | 100 | 97 | 125 | 125 | 105
O=C(C[N+](=O)[O-])c1ccccc1 | 101 | 96 | 103 | 85 | 100 | 105 | 102 | 94 | 100
COCCNC(=O)COc1cc(C)nc2ccc(OC)cc12 | 107 | 102 | 102 | 85 | 105 | 100 | 112 | 99 | 97
N#CC1=C(c2c[nH]c3ccccc23)Nc2nc(N)[nH]c(=O)c2C1c1ccc2c(c1)OCO2 (configuration not stated) | 110 | 108 | 111 | 86 | 102 | 105 | 98 | 89 | 106
COc1ccc(-c2nnc(COc3ccc(NC(=O)Nc4ccccc4)cc3F)o2)cc1 | 110 | 103 | 68 | 68 | 88 | 100 | 102 | 64 | 70
COc1c2ccoc2c(/C=C/C=O)c2oc(-c3ccc(Cl)cc3)cc(=O)c12 | 117 | 107 | 93 | 81 | 87 | 98 | 104 | 107 | 77
N#Cc1ccc(O)c(C2=NCC(Cc3ccccc3)O2)c1 (configuration not stated) | 61 | 72 | 41 | 71 | 21 | 73 | 40 | 85 | 15
Nc1cc(Cl)ccc1Oc1ccc(Cl)cc1 | 96 | 103 | 97 | 63 | 65 | x | 68 | 59 | 77
O=C(O)c1ccc(N/C=C/C(=O)c2ccc(F)cc2)cc1 | 111 | 102 | 104 | 58 | 103 | 108 | 99 | 110 | 100
Cc1cc2ccccc2cc1C(=O)c1ccccc1 | 93 | 66 | 66 | x | 78 | 97 | 85 | 96 | 94
COCc1c(-c2ccc(NC(=O)Nc3cc(C(F)(F)F)ccc3F)c(F)c2)c2c(N)ncnn2c1CN1CCOCC1 | -89* | -52* | -37* | -96* | -21* | -27* | -0.2* | -64* | -1.8*
CC(=O)c1ccc[n+](Cc2c(Cl)cccc2Cl)c1 | 96 | 97 | 107 | 108 | 115 | 104 | 99 | 81 | 89
CCCC[P+](c1ccccc1)(c1ccccc1)c1ccccc1 | 32 | 32 | 23 | 54 | 99 | 41 | 64 | 75 | 39

2 of the compounds above, comma-delimited.
smiles,COLO 205,HCC-2998,KM12,SNB-75,HCT-15,HT29,SW-620,A498,HCT-116
O=C(c1nn(-c2ccc(Cl)cc2)cc1O)n1nc(C(F)(F)F)cc1-c1ccccc1,7.2*,43,51,55,30,38,40,76,8.4*
C=CCOC(=O)C1=C(C)NC2=C(C(=O)CC(C)(C)C2)C1c1ccc(OCc2ccccc2)c(OC)c1 (configuration not stated),110,112,94,92,91,99,95,88,55

Part of the list above, in CSV form:
SMILES,COLO 205,HCC-2998,KM12,SNB-75,HCT-15,HT29,SW-620,A498,HCT-116
N#CCS(=O)(=O)c1cccc[n+]1[O-],116,105,99,92,100,97,125,125,105
COc1c2ccoc2c(/C=C/C=O)c2oc(-c3ccc(Cl)cc3)cc(=O)c12,117,107,93,81,87,98,104,107,77
N#CC1=C(c2c[nH]c3ccccc23)Nc2nc(N)[nH]c(=O)c2C1c1ccc2c(c1)OCO2 (configuration not stated),110,108,111,86,102,105,98,89,106
O=C1OC(c2cccc(Cl)c2)=N/C1=C\C=C/c1ccccc1,117,106,111,72,97,123,104,67,101

The listing continues:
SMILES | COLO 205 | HCC-2998 | KM12 | SNB-75 | HCT-15 | HT29 | SW-620 | A498 | HCT-116
O=C(O)c1ccc(-c2nn(-c3ccc(C(F)(F)F)cc3)cc2/C=N/Nc2cccc(Br)c2)cc1 | 101 | x | 70 | 131 | 60 | 67 | 91 | 88 | 78
CC(C)Cn1cnc2c3ccccc3nc(NCn3nc(-c4cc(Cl)cc(Cl)c4Cl)oc3=S)c21 | 98 | 97 | 100 | 90 | 106 | 99 | 117 | 90 | 79
CC(C)=CCC/C(C)=C/C#N | 103 | 108 | 107 | 91 | 96 | 91 | 109 | 88 | 95
O=C(NO)c1cccnc1 | 107 | 109 | 128 | 97 | 105 | 114 | 107 | 97 | 104
CC/C(C)=N/NS(=O)(=O)c1ccc(C)cc1 | 128 | 107 | 110 | 104 | 89 | 95 | 101 | 104 | 101
CCC1(c2ccc(Cl)cc2)SCCS1 | 112 | 104 | 110 | 85 | 102 | 95 | 100 | 113 | 99
Cc1ccc(-c2nc3ccccn3c2/C=C2/C(=O)Nc3cc(Cl)ccc32)cc1 | 84 | 92 | 32 | 62 | 53 | 67 | 49 | 98 | 27
Cc1ccc(C(=O)O)c(NC=O)c1OCc1ccccc1 | 113 | 103 | 104 | 99 | 100 | 118 | 103 | 101 | 111
O=C(c1c2c(nn1-c1ccc(F)cc1)CCC(NCCc1ccncc1)C2)N1CCCCC1 (configuration not stated) | 114 | 106 | 107 | 105 | 105 | 105 | 110 | 105 | 100
COc1ccc(C(=O)NNc2ccc(-c3ccccc3)nn2)cc1 | 123 | 110 | 105 | 83 | 108 | 117 | 106 | 100 | 101
CCCc1cccc(CCC)c1NC(=O)Nc1cc(Cl)cc(Cl)c1 | 120 | 116 | 101 | 108 | 113 | 107 | 123 | 96 | 91
COC12CC(=O)C(C(C)=O)=C(O)C1(C)c1c(O)c(C)c(O)c(C(C)=O)c1O2 (configuration not stated) | 100 | 66 | 50 | 83 | 67 | 87 | 80 | 61 | 81
C=C(C)[C@@H]1CC[C@]2(C(=O)n3ccnc3)CC[C@]3(C)[C@H](CC[C@@H]4[C@@]5(C)CCCNC(C)(C)[C@@H]5CC[C@]43C)[C@@H]12 | -70* | 6.4* | 28 | 81 | 3.0* | 1.8* | -63* | 84 | -77*
